Bioassay records deposited in PubChem BioAssay by several laboratories.
P. falciparum M1AAP: P. falciparum M1AAP inhibitors, biochemical, fluorogenic H-Leu-NHMec substrate, 1536-well (AID 1445). Aminopeptidase N (Plasmodium falciparum (isolate 3D7)). recombinant M1AAP, H-Leu-NHMec fluorogenic kinetic assay; higher % means a stronger effect. actives 0.42% (n = 220,000). one-dose inhibition, % at 30 µM; IC50 in µM for titrated hits;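 active means primary inhibition above the hit cutoff, then over 50% inhibition at one or more dose response concentrations, cut at about 23% in these data, passing the limit was not always enough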;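 further: plate controls were DMSO full reaction for no effect and no enzyme background for full effect; strong numbers were not always called active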
Dynein transport: inhibitors of GR-EGFP nuclear translocation, primary screen, dynein cargo transport inhibitor project, imaging, high-content, 3617.4 mouse cells | test concentration mostly 20 µM; stimulated with dexamethasone, 1 µM; hits give low values | z-score, hits read low | actives 0.47% (n = 220,000) | AID 1381, 2008;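 active means plate z-score of nuclear minus cytoplasmic receptor signal below a set negative limit, without overly bright fluorescence or cell loss, cut at about -3.5 in these data, passing the limit was not always enough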;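 further: z-score of nuclear minus cytoplasmic ring GR-EGFP intensity difference per well; some compounds called inactive have numbers as strong as hits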
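Buffer or medium – tet-free medium with charcoal-stripped serum · Signal – automated 10x imaging of fixed Hoechst-stained cells · Also added – dexamethasone agonist, 1.0 µM final, for 30 min · Incubation – induction 48 h, compound 1 h, agonist 30 min · Read-out – GR-EGFP nuclear translocation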
MT stabilize HCS: microtubule stabilizers in HeLa cells, primary screen, imaging, high-content imaging | HeLa tubulin immunostaining HCS, 24 h; share of cells brighter than vehicle mean+2SD | % tubulin-high responders, % at 10 µM | actives 0.83% (n = 200,000) | AID 2205, 2009;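 active means plate Z-score above 3 for both tubulin-high and condensed-nucleus cell shares, with cell loss under 80%, at 10 µM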;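 further: anti alpha tubulin signal scored within the nucleus-defined area of each cell; some results filed as inactive read as strong as hits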
b-catenin transl: modulators of beta-catenin nuclear translocation, primary screen, imaging, HeLa cells, immunofluorescence, high-content. actives 0.3% (n = 190,000). nuclear translocation activity, % at 5 µM. AID 1665, 2009;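 active means nuclear translocation activity above 50% at 5 µM, with a well cell count of 50 or more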;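 further: per-cell ratio of nuclear to cytoplasmic median beta-catenin stain intensity; plate controls were DMSO negative control for no effect and GSK-3 inhibitor IX positive control for full effect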
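System: HeLa cells, endogenous beta-catenin; compound dosing: 5 µM primary single dose, 0.1% DMSO, 0.02–20 µM confirmation series; incubation: 24 h compound exposure at 37°C, 5% CO2; signal: beta-catenin immunofluorescence imaging with DAPI; evaluation: % activation, nuclear-to-cytoplasmic median beta-catenin signal ratio per cell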
ER stress rescue: rescue of cells from ER stress-induced death, primary screen, 384-well, CSM14.1, thapsigargin, ATP luminescence (AID 1222) | CSM14.1 thapsigargin-induced death rescue, ATP luminescence; higher % means a stronger effect | one-dose cellular ATP content (survival), % at 20 µM; EC50 in µM for titrated hits | 190,000 tested, under 10 active;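 active means EC50 below 50 µM in the dose-response confirmation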;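 further: death triggered by thapsigargin at about 15 µM added after 2 h compound pretreatment; cell ATP read after overnight thapsigargin exposure of roughly 18 to 22 hours; normalized against plate controls of thapsigargin alone and 5% DMSO vehicle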
M17LAP inhibition: P. falciparum M17LAP inhibitors, primary screen, biochemical, fluorogenic H-Leu-NHMec substrate, 1536-well (AID 1619) | actives 0.38% (n = 220,000) | inhibition, % at 30 µM, or IC50 in µM where a hit was titrated | recombinant M17LAP, H-Leu-NHMec fluorogenic kinetic assay; higher % means a stronger effect | Leucine aminopeptidase (Plasmodium falciparum (isolate 3D7));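 active means compound inhibiting the enzyme by more than half at any dose during confirmatory dose-response retesting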;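 further: plate controls were full reaction with DMSO carrier for no effect and no enzyme background for full effect; strong numbers were not always called active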
K1F lysis inhibition: inhibition of K1F phage lysis, E. coli UTI89, bacterial capsule biogenesis inhibitors, alamar blue (AID 488966); actives 0.02% (n = 340,000); E. coli UTI89 K1F phage lysis, alamar blue, 2 h; higher % means a stronger effect; one-dose inhibition, % at 100 µM; IC50 in µM for titrated hits;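 active means phage lysis inhibition, versus mean bacterial control, above a set limit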;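 further: capsule biogenesis inhibitors block K1F phage lysis so surviving cells raise fluorescence; higher fluorescence means more inhibition of phage lysis; actives were called in the ten point dose series up to 300 µM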
Ins promoter up: insulin promoter activators in MIN6 cells, imaging, high-content screening, mouse beta cells; MIN6 insulin promoter-GFP reporter; hits give high values; z-score at 5 µM; actives 0.3% (n = 190,000); AID 1625, 2009;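 active means z-score above 3 at 5 µM with at least 500 cells counted in the well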
Autophagy mod: autophagy modulators in MEF cells, primary screen, imaging, high-content, MEF GFP-LC3 | MEF GFP-LC3 puncta imaging; test concentration mostly 10 µM | calls only at 10 µM (by protocol) | actives 0.98% (n = 190,000) | AID 463193, 2010;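 active means percentage of spot-positive cells more than 3 SD above its plate mean, without a fluorescence outlier flag or 80% toxicity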;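 further: spot-positive cell cutoff set from DMSO-treated cells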
Dynein transport cytoplasmic EGFP: second read-out of Dynein transport, no call of its own (marks repeat the call); z-score; measured here: cytoplasmic GR-EGFP intensity; hits give high values
Dynein transport nuclear GR-EGFP: further read-out of Dynein transport, marked with its call; z-score; measured here: nuclear GR-EGFP intensity;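 lower value marks the stronger effect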
Dynein transport cell count: recorded beside Dynein transport, whose call it bears; z-score; measured here: cell count per field
Ins promoter up cell count: recorded beside Ins promoter up, whose call it bears; cell count; measured here: cytotoxicity, nuclei count;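 total cells summed across four imaged fields per well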
b-catenin transl cell count 5 µM: also measured in b-catenin transl; calls as there; cell count; measured here: cell count, cytotoxicity flag
MT stabilize HCS Hoechst-high %: also measured in MT stabilize HCS; calls as there; % Hoechst-high responders; measured here: nuclear condensation Hoechst responders;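 share of cells brighter than vehicle mean plus two SD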
MT stabilize HCS cytotoxicity %: recorded beside MT stabilize HCS, whose call it bears; toxicity, %; measured here: cytotoxicity by cell density;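 0% = mean cell density of plate MIN control wells and 100% = no cells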
Autophagy mod cell loss 18 h: recorded beside Autophagy mod, whose call it bears; toxicity, %; measured here: cell loss, nuclei count;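 cell loss after 18 h compound exposure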
* hit, by the source's call; i = inactive; . = not tested or not shown; [ ] = dose if it differs, or a comment. No enrichment for hits, and some 2.9% of all compounds hit somewhere here.

SMILES	P. falciparum M1AAP	Dynein transport	Dynein transport cytoplasmic EGFP	Dynein transport nuclear GR-EGFP	Dynein transport cell count	MT stabilize HCS	MT stabilize HCS Hoechst-high %	MT stabilize HCS cytotoxicity %	b-catenin transl	b-catenin transl cell count 5 µM	ER stress rescue	M17LAP inhibition	K1F lysis inhibition	Ins promoter up	Ins promoter up cell count	Autophagy mod	Autophagy mod cell loss 18 h
O=C1c2cccc3cccc(c23)C(=O)N1CCN1CCN(C(=S)Nc2ccc(F)cc2)CC1	-1%	-0.18	-0.22	0.31	-0.55	2.7	2.3	0.6	-2.2	976	-1.4%	8%	.	-0.05	1294	i	16
CN1CCN(c2ccc(S(=O)(=O)N3CCCCC3)cc2NC(=O)Cc2ccccc2F)CC1	2%	0.44	-0.32	-0.26	-0.2	3.3	2.4	0.8	2.7	965	2.1%	6%	7.2%	-0.17	1320	i	10
Cc1ccc(-c2cn3c(=S)[nH]nc3s2)cc1	23%	-1.1	-0.3	-0.31	-0.16	13	6.6	13	3.8	1070	-5.3%	6%	-4.9%	-0.07	1598	i	7
CCN1CCC[C@H]1CNC(=O)c1cc(S(N)(=O)=O)ccc1OC	-2%	.	.	.	.	.	.	.	0.3	1131	-0.4%	-3%	.	0.26	1445	.	.
COc1ccccc1C1C(C(=O)c2sc(C)nc2C)=C(O)C(=O)N1CCN1CCOCC1 (stereo unspecified)	1%	0.21	-0.19	0.92	0.35	4.8	2.3	5.9	2.1	1190	2.6%	9%	0.7%	-0.18	1206	i	13
CCN1C(=O)C2(C(C(=O)c3cc4ccccc4o3)=C(O)C(=O)N2CCCN2CCOCC2)c2ccccc21 (stereo unspecified)	3%	-0.28	0.23	-0.15	0.86	.	.	.	-0.1	1372	.	3%	-0.3%	.	.	.	.
CC1CCN(C(=O)c2scc3c2OCCO3)CC1	17%	-0.23	-0.45	0.013	0.52	4.4	2.1	1.6	-2.3	960	0.7%	-1%	-1.3%	0.97	1422	i	-33
Cc1ccc(-n2ncc3c2ncn2c(C)nnc32)cc1C	2%	0.041	-0.22	-0.12	-0.03	1.0	1.3	1.8	1.3	1331	-0.8%	-4%	0.1%	-0.31	1656	i	-1
O=C(CCn1c(=O)sc2ccccc21)NCc1ccccc1	-5%	0.033	-0.17	0.27	-0.3	2.6	3.1	5.3	-2.9	1157	0.6%	-11%	0.9%	0.17	1001	i	3
COc1ccc(C(=O)COC(=O)c2ccc(OC)c(OC)c2)cc1OC	5%	0.23	-0.18	0.31	0.26	4.2	2.9	18	-0.5	1140	0.6%	-3%	-0.6%	0.28	1261	i	12
CCC1CO/C(=C(\C(=C(Cl)Cl)N2CCOCC2)[N+](=O)[O-])N1 (stereo unspecified)	2%	-0.1	-0.31	0.25	0.55	3.7	2.2	8.5	-0.8	1044	-0.6%	6%	0.3%	-0.34	1340	i	-9
CCOC(=O)c1nc(C)nc(Sc2n[nH]c(-c3cc(Cl)cc(Cl)c3)n2)c1C	3%	0.14	-0.13	0.5	0.35	.	.	.	0.3	1349	.	10%	0.6%	0.03	1001	.	.
O=c1cc(CN2CCN(S(=O)(=O)c3ccc4ccccc4c3)CC2)nc2sccn12	-7%	-0.13	-0.32	0.048	0.23	2.1	2.0	6.9	-0.8	1132	0.0%	-8%	-1.3%	0.11	1407	i	25
O=C(c1ccc([N+](=O)[O-])o1)N1CCOCC1	0%	-1	-0.18	-0.66	-0.14	2.0	2.1	6.3	-1.0	1020	.	11%	-0.2%	.	.	i	-4
O=c1cc(-c2ccccc2)[nH]c2nc3ccccc3n12	4%	-0.33	0.13	0.15	-0.82	44*	19*	38*	0.9	994	-5.7%	14%	-0.1%	1.3	1565	i	4
O=C(Nc1ccccc1Cl)c1csc(-c2cccnc2)n1	5%	-0.82	-0.0053	-0.003	1.3	.	.	.	-3.0	1325	.	9%	1.9%	-1.1	969	.	.
Cc1ccc(NC(=O)CS(=O)CC(=O)NCCCc2ccccc2)cc1Cl (stereo unspecified)	0%	-0.29	-0.21	-0.46	0.22	0.6	1.9	15	.	.	0.5%	8%	-0.6%	.	.	i	0
Cc1[nH]nc2c1C1(C(=O)Nc3ccc([N+](=O)[O-])cc31)C(C#N)=C(N)O2 (stereo unspecified)	9%	0.24	-0.0048	0.24	0.22	1.7	1.7	0.4	-0.4	1086	-1.5%	27%	0.1%	-0.32	848	i	-2
O=C(Cc1ccccc1)NS(=O)(=O)c1ccc(N=NN2CCOCC2)cc1	13%	0.15	-0.055	0.39	0.17	1.1	1.9	3.8	0.4	1461	0.1%	18%	-2.9%	0.07	1503	i	3
CCCC(=O)OCC(=O)Nc1ccccc1C#N	-14%	1.4	-0.16	0.61	-0.68	2.7	2.3	11	-1.0	1072	-0.4%	-6%	0.6%	0.31	1202	i	-15
N#CC1=C(N)NC(SCC(=O)O)=C(C#N)C12CCCC2	11%	-0.43	-0.21	-0.0068	0.67	7.0	2.0	6.5	-5.5	1017	-2.1%	21%	-1.0%[50 µM]	1.6	696	i	5
Clc1cccc(-c2ccc(/C=N/n3cnnc3)o2)c1	19%	0.065	-0.17	0.2	0.43	8.9	3.5	4.9	4.1	771	-2.1%	11%	2.5%	0.46	1057	i	-4
Cc1ccc(-n2c(O)c(/C=N/NC(=O)C3COc4ccccc4O3)c3ccccc3c2=O)cc1 (stereo unspecified)	30%	-0.74	-0.24	-0.7	0.0017	1.6	3.1	2.2	.	.	-0.9%	-1%	0.3%	3.1*	1265*	i	0
Cc1ccc(-c2nc(-c3ccccc3)no2)cc1	-11%	0.4	0.66	0.68	-0.22	2.2	2.3	7.8	.	.	-0.9%	-5%	0.3%	-0.44	969	i	0
CCCSc1ncnc2c1oc1ccccc12	-7%	-0.3	-0.18	0.35	-1.2	5.9	2.1	15	-4.2	886	-0.7%	5%	8.2%	-0.76	1524	i	17
CN(C)c1ccc2c(=O)[nH][nH]c(=O)c2c1	10%	-0.26	-0.32	-0.31	0.66	2.6	1.5	5.1	-0.4	1085	-1.2%	6%	0.0%	0.25	1142	i	2
CCOC(=O)c1c(C)n(C)c2ccc(OC)c(NC(=O)CN3CCC4(CC3)OCCO4)c12	2%	-0.98	-0.22	-0.067	1.1	6.0	2.1	8.2	-1.1	840	-2.0%	-2%	0.1%	0.76	1138	i	4
COc1ccc(CCNC(=O)Cc2cc(=O)[nH]c(=O)[nH]2)cc1OC	0%	0.49	-0.14	0.51	-0.61	8.3	2.3	6.2	.	.	-0.4%	2%	2.1%	0.18	912	i	-8
C/C(CC(=O)NCc1ccco1)=N\NC(=O)C(c1ccccc1)c1ccccc1	1%	1.9	0.48	0.99	-1.8	1.6	1.2	0.3	.	.	-1.4%	-3%	4.3%	.	.	i	-5
CN(C)c1cccc2c(/C=N/O)ccc(N(C)C)c12	2%	1	-0.15	0.066	-1.3	5.0	2.2	2.2	-1.5	1104	0.3%	-7%	-0.2%	0.16	1335	i	-3
CC(=O)Nc1ccc(C(=O)N(C)C(C(=O)Nc2ccc(C)cc2)c2ccccn2)cc1 (stereo unspecified)	8%	-0.51	-0.3	-0.57	1	3.6	3.5	12	-2.3	564	-2.7%	-1%	2.3%	-0.04	1246	i	1
Cc1ccc(-n2nnc(-c3cccnc3Cl)n2)cc1	-1%	-0.13	-0.27	0.21	-0.48	1.4	1.7	4.7	0.5	1125	-1.4%	1%	0.9%	-0.35	1439	i	28
CC(C)OCCCn1c(-c2ccco2)nc2nc3ccccc3nc21	93µM*	-0.34	-0.19	-0.032	-0.099	2.0	2.4	9.4	-1.9	1005	-0.6%	-397%	-1.0%	0.2	1793	i	4
Cc1nc(N(C)C)c2sc(=S)n(-c3ccccc3)c2n1	-4%	-0.98	-0.24	0.16	0.06	4.0	2.9	6.4	-1.6	1173	0.4%	-2%	-0.2%	-0.09	1200	i	2
COc1cccc(/C=C2\SC(=S)N(N3C(=O)CCCC3=O)C2=O)c1	8%	3	-0.25	2.1	-2.1	3.6	2.1	2.9	-7.6	1119	0.2%	6%	4.3%	0.34	1628	i	11
